CAL PDZ FP-1: inhibitors of human CAL PDZ peptide binding; Q9HD26; purified CAL PDZ, TMR-peptide fluorescence polarization, 1 h; inhibition, % at 24.9 µM; 300,000 tested, 0.92% active; AID 602252;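 active = mean inhibition of at least 30% with at least half of replicates also reaching 30%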;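 note: 0% = DMSO neutral control and 100% = excess unlabeled competitor peptide PRC23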
AddAB inh: less growth of phage-infected E. coli with AddAB. E. coli expressing H. pylori AddAB, absorbance growth. inhibition, % at 11.9 µM. 330,000 tested, 0.29% active; in the data active = inhibition above about 12%;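 note: 0% = vehicle wells of infected cells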
Wnt bcat act: Wnt/beta-catenin pathway activation; Wnt/beta-catenin reporter cell assay, activator, plate reader; activation, % at 9.35 µM; 300,000 tested, 1.2% active; AID 743398; in the data active = activation above about 30%, passing the limit was not always enough;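 note: 0% = neutral control wells and 100% = positive control wells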
SR-BI uptake up: enhances SR-BI lipid uptake from DiI-HDL. CHO ldlA[mSR-BI] cells, DiI-HDL uptake fluorescence, 3 h; 100 = double the neutral-control signal. activation, % at 12.5 µM. 320,000 tested, 0.096% active;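 active = mean replicate activation of at least 60% and every replicate at or above 60%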;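 note: 0% = median plate neutral-control signal and 100% = twice that signal; values of inactives mirror those of a sister screen read the other way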
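material = CHO ldlA[mSR-BI] cells | medium = Ham's F12 with 0.5% BSA, HEPES 25 mM, pH 7.4 | reagent = fluorescent DiI-HDL, 10 µg/mL final | compound dosing = single-point compound dose | incubation = 3 h, 37 °C | measured by = bottom-read fluorescence, 550/595 nm | measure = HDL uptake via cellular fluorescence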
Tat export inh: inhibitors of E. coli Tat protein transport; E. coli MC4100 TorA-mCherry Tat export, fluorescence; 340,000 tested, 0.036% active; AID 488895; inhibition, % at 10 µM;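 active = mean replicate inhibition at least 50% and at least half of replicates individually reaching 50%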;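 note: exported cargo escapes ClpAP degradation while cytoplasmic cargo is degraded and loses fluorescence; 0% = median of neutral control wells and 100% = median of NaSCN control wells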
CAL PDZ FP-2: blocks peptide binding to human CAL PDZ domain | AID 504414 | Q9HD26 | purified CAL PDZ, TMR-peptide fluorescence polarization, 1 h | 330,000 tested, 0.02% active | inhibition, % at 20 µM;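 active = highest replicate inhibition of at least 40%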;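 note: plate controls were DMSO neutral control wells for no effect and unlabeled competitor peptide control wells for full effect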
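System: purified tagged CAL PDZ domain construct (CerCALP). Schedule: 1 h incubation at room temperature before polarization reading. Medium: 25 mM sodium phosphate pH 7.4, 150 mM NaCl, TCEP, IgG, Thesit. Read-out: percent inhibition from loss of millipolarization. Measured by: FP readout, S and P plane fluorescence. Probe or stimulus: fluorescent TMR peptide probe.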
phage Ecoli inh: E. coli growth loss with phage present. growth absorbance. inhibition, % at 11.9 µM. 360,000 tested, 0.26% active; in the data active = inhibition above about 11%
SR-BI HDL uptake: blocks mouse SR-BI lipid uptake from DiI-HDL; Q61009; 320,000 tested, 0.96% active; ldlA[mSR-BI] CHO cells, DiI-HDL uptake fluorescence, 3 h; inhibition, % at 12.5 µM; AID 488896;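 active = mean replicate inhibition of at least 70% and a set share of replicates each scoring 70 or more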;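 note: 0% = median of neutral control wells and 100% = median of positive control wells; values of inactives mirror those of a sister screen read the other way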
Target sequence (Q61009 whole entry, looked up): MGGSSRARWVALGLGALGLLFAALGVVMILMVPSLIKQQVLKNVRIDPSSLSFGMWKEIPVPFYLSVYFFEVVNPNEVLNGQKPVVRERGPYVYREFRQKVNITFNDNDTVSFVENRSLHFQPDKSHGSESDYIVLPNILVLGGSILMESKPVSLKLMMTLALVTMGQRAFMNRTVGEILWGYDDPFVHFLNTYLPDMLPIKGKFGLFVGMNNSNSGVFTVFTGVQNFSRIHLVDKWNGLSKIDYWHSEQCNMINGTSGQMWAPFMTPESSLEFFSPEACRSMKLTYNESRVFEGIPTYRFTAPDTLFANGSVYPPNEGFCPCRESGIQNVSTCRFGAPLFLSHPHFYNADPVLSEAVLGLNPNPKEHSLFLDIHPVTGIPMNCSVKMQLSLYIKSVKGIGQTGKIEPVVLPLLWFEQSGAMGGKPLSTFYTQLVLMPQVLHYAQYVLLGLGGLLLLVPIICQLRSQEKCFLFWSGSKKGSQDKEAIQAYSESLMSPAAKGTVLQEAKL
E coli growth: reduces bacterial viability in AddAB counter-screen | AID 449728 | E. coli V3065 growth, OD600 absorbance, 18 h | 330,000 tested, 0.27% active | inhibition, % at 11.9 µM;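 active = inhibition above the campaign's mean inhibition across all tested compounds plus 3 SD, cut at about 9.9% in these data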;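 note: uninfected addAB+ strain grown without phage in ampicillin broth; 0% = DMSO wells and 100% = ciprofloxacin 0.95 µg/ml wells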
MITF act: MITF TRPM1 promoter activation in melanoma cells | SK-MEL-5 TRPM1-promoter luciferase, 24 h; % of positive control, neutral wells = 0 | activation, % at 12.5 µM | 300,000 tested, 0.75% active;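 active = mean activation of at least 80% with every replicate also reaching 80%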;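 note: 0% = neutral control wells and 100% = parthenolide positive control wells; values of inactives mirror those of a sister screen read the other way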
Active calls of the source: *; . = not tested or not shown.

SMILES	CAL PDZ FP-1	AddAB inh	Wnt bcat act	SR-BI uptake up	Tat export inh	CAL PDZ FP-2	phage Ecoli inh	SR-BI HDL uptake	E coli growth	MITF act
O=C(COC(=O)c1cc(Br)ccc1O)Nc1ccc2c(c1)OCCO2	.	0.8	2	6	-7	-0.1	2.2	-6	-1.1	3
O=C(NC1CCCCC1)C(c1ccccc1)N(C(=O)c1cccs1)c1ccc2c(c1)OCO2 (centres undefined)	-2	1.5	-1	-56	0	-1.3	1.0	56	-0.4	-14
CCc1ccccc1Nc1nc(-c2cccnc2)cs1	-1	4.3	18	-3	-14	-2.0	0.2	3	-0.8	.
C[C@H](CO)N1C[C@H](C)[C@@H](CN(C)Cc2ccncc2)Oc2c(NS(=O)(=O)c3cccs3)cccc2C1=O	-2	1.4	-3	4	0	-2.1	1.0	-4	0.0	-10
Cc1ccsc1C(=O)N1CCC(N2CCC(C(=O)NCC3CCCO3)CC2)CC1 (centres undefined)	.	-1.2	-2	-6	-10	-1.6	2.4	6	-0.2	1
O=C(Nc1ccc(O)cc1C(=O)O)c1ccc2c(c1)C(=O)N(Cc1ccco1)C2=O	-1	0.1	-5	52	0	-2.7	0.7	-52	-2.7	-10
CN(C(=O)CNC(=O)c1ccc(Br)o1)C1CCCCC1	-4	1.1	5	19	-1	-1.4	2.2	-19	0.3	33
CC(NC(=O)c1ccccc1F)C(=O)O (centres undefined)	1	1.9	-1	3	3	-2.2	2.3	-3	2.3	16
O=C(NCCc1ccccn1)c1cc(C(=O)C2CCCCC2)c[nH]1	-5	1.2	.	10	-3	-1.7	1.8	-10	-0.1	-2
COc1ccc(/C=N/Nc2nc(N3CCCC3)nc(N3CCCC3)n2)c(OC)c1OC	-2	1.4	4	-32	1	-0.2	0.3	32	-2.7	-7
COc1ccc(-c2c(C)oc3c(CN4CCCCC4C)c(O)ccc3c2=O)cc1 (centres undefined)	-2	0.6	3	-32	-5	-0.9	4.5	32	3.5	-2
Clc1cccc(Cl)c1-c1nnc2cccc(Cl)n12	-4	2.6	-14	-9	0	-1.0	3.1	9	-1.5	.
Cc1ccc(C)c(OCCCCn2cnc3ccccc3c2=O)c1	.	-0.2	-1	-3	4	-1.1	3.2	3	-1.6	-11
CCCCc1nnc(NC(=O)C(=O)OCC)s1	-3	1.7	4	-2	-5	-0.6	-1.9	2	1.2	-12
COc1ccc(CNC(=O)c2cc(=O)c3ccc(C)c(C)c3o2)cc1	-5	-1.6	0	12	-1	0.1	2.3	-12	0.0	3
CC(=O)N1CCc2cc(S(=O)(=O)NCCC(=O)NCCc3ccc(C)cc3)ccc21	-4	-1.9	-5	-17	-8	-0.4	0.6	17	1.1	-1
O=C(N/N=C/c1ccc([N+](=O)[O-])cc1)c1ccc(COc2ccccc2-c2ccccc2)cc1	-1	-1.4	-3	-99	-1	-2.3	0.9	99*	0.0	3
COCCn1c(SCC(=O)N2CCCC(C)C2)nnc1-c1ccco1 (centres undefined)	.	2.7	-2	-7	-16	-3.4	0.9	7	2.1	0
COc1ccc(-n2cc(CNC(C)c3ccncn3)c(-c3cccc(F)c3)n2)cc1 (centres undefined)	-3	-4.1	1	4	-6	-1.1	3.6	-4	-1.3	14
N#Cc1c2n(c3c(=O)n(Cc4ccc(Cl)cc4)cnc13)CCCCC2	0	4.0	-1	-11	-8	-1.8	2.1	11	2.4	-3

Gathered by group, the compounds so far with a Cl atom
SMILES	CAL PDZ FP-1	AddAB inh	Wnt bcat act	SR-BI uptake up	Tat export inh	CAL PDZ FP-2	phage Ecoli inh	SR-BI HDL uptake	E coli growth	MITF act
Clc1cccc(Cl)c1-c1nnc2cccc(Cl)n12	-4	2.6	-14	-9	0	-1.0	3.1	9	-1.5	.
N#Cc1c2n(c3c(=O)n(Cc4ccc(Cl)cc4)cnc13)CCCCC2	0	4.0	-1	-11	-8	-1.8	2.1	11	2.4	-3

Next part:
SMILES	CAL PDZ FP-1	AddAB inh	Wnt bcat act	SR-BI uptake up	Tat export inh	CAL PDZ FP-2	phage Ecoli inh	SR-BI HDL uptake	E coli growth	MITF act
O=C(CCc1nc(-c2ccccc2F)no1)NCCc1ccccc1Cl	0	4.3	-1	-10	8	-0.8	0.9	10	-1.1	15
OC(CNCCC(c1ccccc1)c1ccccc1)COc1ccccc1 (centres undefined)	1	3.7	-1	1	15	-1.2	6.0	-1	0.8	-4
COc1ccccc1NC(=O)CN(c1ccc(C23CC4CC(CC(C4)C2)C3)cc1)S(C)(=O)=O	.	-3.8	.	27	1	0.9	0.5	-27	-1.0	-1
COc1ccc(NC(C)=O)cc1NC(=O)CSc1nnc(-c2cccnc2)n1C	-2	-1.0	.	18	-4	-2.1	1.9	-18	0.5	.
CCc1nnc(NC(=O)CCC(=O)N2CCN(CCc3ccccc3)CC2)s1	0	3.2	.	10	-7	-0.7	1.3	-10	0.8	1
O=C(O)c1cccc(NN=C2c3ccccc3-c3ccccc32)c1	1	.	0	23	6	0.4	0.6	-23	.	16
COc1ccc(N2CCN(c3nc(NCCc4ccc(OC)c(OC)c4)nc(OC)n3)CC2)cc1	.	-0.3	.	-51	-1	-3.2	1.3	51	-2.2	-7
CCOc1ccc(N(Cc2ccccc2F)C2=NC3CS(=O)(=O)CC3S2)cc1 (centres undefined)	-2	-1.3	4	1	1	0.4	4.5	-1	4.0	2
COc1ccc([C@H]2CC(=O)C=C(/C=C/c3ccc(C(F)(F)F)cc3)C2)cc1	-2	0.4	-1	0	0	1.3	1.9	0	0.7	7
O=C1N[C@@H](c2ccccc2)COC(=O)[C@H](Cc2ccc(F)cc2)C/C=C\C[C@H]1CC(=O)N(CCO)Cc1ccccc1	1	.	-3	7	6	-0.3	0.1	-7	.	3
O=C(CNC(=O)c1ccc(S(=O)(=O)N2CCCC2)cc1)N/N=C/c1ccccc1	-5	0.5	-5	-45	6	-0.4	2.6	45	1.7	-5
CN(C)CC(=O)N1c2ccccc2Sc2ccc(Cl)cc21	9	0.2	4	-11	-3	-1.0	2.2	11	-3.9	3
O=C(c1ccc(N2CCCC2)c([N+](=O)[O-])c1)N1CCN(S(=O)(=O)c2ccc(Cl)cc2)CC1	-3	-0.5	-11	-37	8	-2.1	3.4	37	2.9	15
Cc1ccc(OCC(=O)Nc2nnc(S(=O)(=O)N3CCCCCC3)s2)cc1	.	-1.1	-3	10	2	-0.3	3.0	-10	-0.2	.
CCOc1ccccc1N(CC(=O)Nc1ccccc1C(=O)N1CCOCC1)S(C)(=O)=O	1	-0.3	0	19	-1	-1.0	1.2	-19	1.2	7
O=C(Nc1nnc(CCS(=O)(=O)c2ccc3ccccc3c2)s1)c1cccs1	0	1.5	1	21	-12	-2.7	0.1	-21	0.9	1
CCOC(=O)c1ccc(N(C(=O)c2ccco2)C(C(=O)NC2CCCC2)c2ccncc2)cc1 (centres undefined)	-3	6.2	-4	2	0	-3.3	-0.6	-2	1.6	-39
NC(=O)c1ccc(=O)n(Cc2ccc(F)c(F)c2)c1	-2	-2.9	-1	6	1	1.1	-1.2	-6	0.3	-6
Cc1cccc(C)c1NC(=O)Nc1ccccc1-n1ccnc1	-3	-1.2	2	5	-1	-2.1	0.1	-5	-0.5	17
O=S(=O)(NC1CC1)c1ccc(S(=O)(=O)N2CCCc3ccccc32)cc1	7	0.3	.	-15	-11	-0.1	0.7	15	-0.9	-9

Marked active in SR-BI HDL uptake, of those listed so far:
molecule | CAL PDZ FP-1 | AddAB inh | Wnt bcat act | SR-BI uptake up | Tat export inh | CAL PDZ FP-2 | phage Ecoli inh | SR-BI HDL uptake | MITF act
O=C(N/N=C/c1ccc([N+](=O)[O-])cc1)c1ccc(COc2ccccc2-c2ccccc2)cc1 | -1 | -1.4 | -3 | -99 | -1 | -2.3 | 0.9 | 99* | 3

More structures.
SMILES	CAL PDZ FP-1	AddAB inh	Wnt bcat act	SR-BI uptake up	Tat export inh	CAL PDZ FP-2	phage Ecoli inh	SR-BI HDL uptake	E coli growth	MITF act
CCOP(=O)(O)c1ccccc1OCCCCCOc1ccccc1P(=O)(O)OCC	-3	-2.1	0	0	0	0.3	0.5	0	2.4	-2
O=C(COC(=O)c1ccc2c(c1)OCCO2)Nc1cccc(S(=O)(=O)N2CCOCC2)c1	-1	4.9	0	-5	-9	-2.8	3.7	5	-2.0	-1
Cc1ccc2nc3c(cc(C(=O)NCc4ccco4)c(=N)n3C3CCCC3)c(=O)n2c1	-6	2.6	0	15	5	-7.3	-0.2	-15	-0.6	-2
COc1cc([N+](=O)[O-])c(OC)cc1SCc1n[nH]c(=S)n1-c1ccc(C)cc1	-5	1.1	3	0	-2	-1.4	4.8	0	-0.7	.
CCOc1ccc(C=NC23CN4CN(CN(C4)C2)C3)cc1	-1	3.0	.	4	5	-1.5	2.2	-4	0.6	.
CCOC(=O)C1(CC2CCCCO2)CCN(Cc2cccnc2)CC1 (centres undefined)	-5	0.9	0	6	-4	-0.4	4.0	-6	0.4	-9
O=C(Cc1ccc(Cl)cc1)Nc1ccc(S(=O)(=O)N2CCOCC2)cc1	-2	0.6	-3	-5	0	-2.3	1.1	5	1.6	7
c1ccc2nc3c(ccc4ccccc43)cc2c1	-3	.	2	-14	-3	0.0	0.6	14	.	28
Cc1cc(Nc2nnnn2-c2ccccc2)n(-c2ccccc2)n1	-2	-0.4	.	-2	-2	0.1	2.9	2	-1.2	-8
O=C(OCc1nc2ccsc2c(=O)[nH]1)c1cc(Br)c(Br)s1	-4	0.7	1	13	2	-2.9	3.2	-13	1.1	1
N#Cc1c(NC(=O)C2C3C=CC(C3)C2C(=O)O)sc2c1CCCCC2 (centres undefined)	1	3.1	1	13	-4	-0.7	3.9	-13	-0.7	12
COC(=O)[C@H](C)NC(=O)Nc1cc(Cl)ccc1C	-1	0.8	.	18	-1	-0.5	1.0	-18	-2.1	2
COc1ccccc1/C(C)=N/NC(=S)NCc1ccccc1	9	-1.2	0	2	9	-0.5	0.8	-2	-0.1	7
CCC(C)[C@H](NC(=O)N1CC(=O)Nc2ccccc21)C(=O)N[C@@H](Cc1c[nH]c2ccccc12)C(=O)O (some centres undefined)	2	4.4	1	27	-1	0.2	1.2	-27	-2.2	-9
Cc1csc(=O)n1CCC(=O)O	-3	3.8	7	8	1	-1.0	0.5	-8	1.1	.
CC[N+](C)(CC)CCC(c1ccccc1)C1CCCCC1 (centres undefined)	-9	1.2	-1	0	-2	-0.2	1.0	0	-2.8	.
O=C(O)CCC(=O)NNC(=O)c1cccc(Br)c1	3	1.1	-6	21	-2	1.0	1.8	-21	1.4	-3
COCC1CCCCN1C(=O)c1ccc2oc(CCc3ccccc3)nc2c1 (centres undefined)	-1	4.1	7	-9	9	-2.7	1.8	9	0.2	31
Cc1noc(C)c1CSCC(=O)Nc1ccc(S(C)(=O)=O)cc1	.	5.0	-3	6	4	-0.6	2.4	-6	1.4	-2
Cc1ccc(NC(=S)Nc2ccc(OC(F)F)c(Cl)c2)cc1F	66*	2.1	3	3	6	0.2	11*	-3	1.3	2
CC(=O)Nc1sc(C)c(C)c1C(=O)OCCOc1ccccc1	-2	2.9	11	-24	1	-4.8	3.1	24	-1.8	52
CC(Sc1nc2scc(-c3ccccc3)c2c(=O)[nH]1)C(=O)NC(N)=O (centres undefined)	12	1.9	5	9	0	-1.1	-1.5	-9	2.3	-8

Screens (PubChem BioAssay)
